High-throughput results deposited in PubChem by Southern Research Specialized Biocontainment Screening Center.
M. tuberculosis HTS: M. tuberculosis growth inhibition, HTS (AID 449762); inhibition, % at 25 µM, or IC50 in µM where a hit was titrated; M. tuberculosis H37Rv growth inhibition, 7H9 media; higher % means a stronger effect; actives 0.59% (n = 330,000); in the data active means a potency from the dose series; inconclusive means inhibition above about 70% without an active follow-up result;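 further: bacterial growth assessed after seven days of incubation; strong numbers were not always called active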
tuberculosis growth: growth inhibition of non-replicating M. tuberculosis (AID 488890); Mycobacterium tuberculosis non-replicating, growth inhibition; higher % means a stronger effect; inhibition, % at 25 µM; hits with a dose series show IC50 in µM; actives 0.39% (n = 320,000); in the data active means a potency from the dose series; inconclusive means inhibition mostly from about 82% at the one dose, without a potency; inactive means the rest, 99 in 100 with inhibition below about 76%;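 further: plate controls were DMSO cells for no effect and high antibiotic wells for full effect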
influenza NS1A: H1N1 influenza NS1A inhibitors, functional cell based assay (AID 504329) | NS1A functional cell-based assay, percent inhibition; higher % means a stronger effect | one-dose inhibition, % at 12.5 µM; IC50 in µM for titrated hits | actives 0.3% (n = 340,000); in the data active means a potency from the dose series; inconclusive means inhibition above about 27% without an active follow-up result; further: strong numbers were not always called active
PhoP GFP inhibition: PhoP regulon inhibitors, Salmonella typhi PhoP promoter GFP reporter, confirmatory (AID 1850); Salmonella Typhi PhoP-promoter GFP reporter, fluorescence, 4 h; higher % means a stronger effect; one-dose inhibition, % at 50 µM; IC50 in µM for titrated hits; actives 0.33% (n = 310,000); in the data active means a potency from the dose series; inconclusive means inhibition mostly from about 25% at the one dose, without a potency; inactive means the rest, 99 in 100 with inhibition below about 19%;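 further: 0% = induced wells with vehicle and 100% = uninduced wells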
VEEV TC-83 Vero: inhibitors of VEEV TC-83 cytopathic effect, confirmation, Vero cells (AID 588727) | Vero cells, VEEV TC-83 cytopathic effect inhibition; higher % means a stronger effect | inhibition, % at 20 µM, or IC50 in µM where a hit was titrated | actives 0.13% (n = 350,000); in the data active means a potency from the dose series; inconclusive means inhibition mostly from about 14% at the one dose, without a potency; inactive means the rest, 99 in 100 with inhibition below about 12%; further: strong numbers were not always called active
VEEV TC-83 Vero 10K pilot screen: second read-out of VEEV TC-83 Vero, no call of its own (marks repeat the call); inhibition, %; measured here: 10K pilot screen inhibition
* hit, by the source's call; i = inactive; u = inconclusive; x = no result given.

SMILES	M. tuberculosis HTS	tuberculosis growth	influenza NS1A	PhoP GFP inhibition	VEEV TC-83 Vero	others
Cc1ccc(NC(=S)N2CCN(S(=O)(=O)c3ccc(C)cc3)CC2)cc1	-9%	-14%	-6%	-4%	9.4%
COc1ccc(CNC(=O)CN(C(=O)c2snc(C(N)=O)c2N)c2cccc(F)c2)cc1	0%	-1%	3%	14%	2.3%
O=C(CC1C[C@H](C(=O)N2CCOCC2)[C@@]2(CCC3CCCC3)c3[nH]c4ccccc4c3CCN2C1=O)NCC12CC3CC(CC(C3)C1)C2 (some centres undefined)	4%	48%	-20%	x	0.7%
COc1cc(C(=O)OCC(=O)Nc2cc(S(=O)(=O)N3CCOCC3)ccc2C)ccc1OCC(C)C	39%	18%	-2%	10%	1.7%
Cc1cc(C(=O)NNC(=O)c2sccc2C)c(C)o1	-4%	-9%	-12%	6%	0.9%
COc1ccc(CSc2nc(C)[nH]c2[N+](=O)[O-])cc1[N+](=O)[O-]	-10%	1%	9%	9%	0.0%
COc1ccccc1C(=O)Nc1nnc(SCC(=O)NCc2ccco2)s1	2%	62%	11%	0%	9.3%
O=C(NC(=S)Nc1cccc(O)c1)c1cncc(Br)c1	-1%	26%	-5%	13%	1.1%
O=C(NCC(=O)N1CCN(c2ccccc2O)CC1)c1ccc2ccccc2c1	4%	24%	7%	-4%	8.4%
CC(C)CCN1C(=O)c2ccccc2C1C(=O)NCc1cccnc1 (centres undefined)	1%	-5%	0%	-1%	2.2%
CCC(=O)NC(=S)Nc1ccccc1C(F)(F)F	3%	37%	3%	-3%	2.2%
CC1CN(S(=O)(=O)c2ccc(C(=O)Nc3nccs3)cc2)CC(C)O1 (centres undefined)	-11%	17%	-13%	3%	0.5%
Nc1nnc(-c2cccc(F)c2)s1	0%	-5%	-1%	6%	0.9%
CCOC(=O)c1c(-c2ccc(Cl)cc2)c(C#N)c(=O)n(N)c1N	3%	-5%	-2%	10%	i
Cc1cc(C)c(S(=O)(=O)c2ccccc2)c(N2CCOCC2)n1	4%	8%	3%	10%	0.7%
CC1CCN(C(=O)CN(Cc2ccc(Cl)cc2)S(C)(=O)=O)CC1	13%	3%	-10%	5%	i
COc1ccccc1CNC(=O)C1CSC2(C)CCC(=O)N12 (centres undefined)	0%	26%	-9%	x	0.3%
CSc1cccc(CNC(=O)C2CCC(=O)N(CCc3ccccn3)C2)c1 (centres undefined)	-10%	-3%	-6%	-4%	0.7%
CCS(=O)(=O)c1nc(S(=O)(=O)c2ccc(C)cc2)c(N2CCC(O)CC2)s1	2%	-9%	3%	2%	0.1%
CCCOc1ccc(/C(O)=C2/C(=O)C(=O)N(CCN(C)C)C2c2ccco2)cc1 (centres undefined)	-3%	15%	-8%	-6%	0.8%
Cc1ccc2nsnc2c1S(=O)(=O)N1CCOCC1	-5%	10%	1%	-9%	0.6%
Cc1ccc(Sc2ncccc2C(=O)NC2CCCCCC2)cc1C	-2%	-4%	-9%	0%	1.4%
O=C(Nc1ccc2[nH]c(=O)[nH]c2c1)c1cccc([N+](=O)[O-])c1	7%	-4%	-5%	-7%	2.7%
COc1ccc(-c2ccc(Nc3ccc(C(=O)N4CCOCC4)cc3)nn2)cc1OC	0%	4%	0%	-2%	3.7%
O=C1C2C3C=CC(C4CC34)C2C(=O)N1/N=C/c1c[nH]c2ccccc12 (centres undefined)	-4%	-5%	6%	0%	1.1%

Further entries.
SMILES	M. tuberculosis HTS	tuberculosis growth	influenza NS1A	PhoP GFP inhibition	VEEV TC-83 Vero	others
O=C(C1=C[C@@H](C2CCCCC2)C[C@@H](OCCCCO)O1)N1CCN(Cc2ccc3c(c2)OCO3)CC1	-6%	6%	6%	-20%	4.3%
COc1ccc(/C=C/C(=O)NCCN=C2NS(=O)(=O)c3ccccc32)cc1	2%	14%	-78%	6%	3.5%
CCn1cc(C(=O)NCCc2ccc(Cl)cc2)c(=O)c2cc(S(=O)(=O)N(C)C)ccc21	x	x	-11%	x	2.0%
Cc1ccc(-n2c(C)cc(C)c(C#N)c2=O)cc1	2%	-12%	9%	10%	i
COc1ccc2oc(C(=O)NCCc3ccccc3)c(C)c2c1	46%	18%	1%	-6%	2.5%
O=C(CS(=O)(=O)c1c[nH]c2ccccc12)N1CCCCC1	-1%	-15%	1%	0%	2.3%
CC(=O)Nc1ccc(NC(=O)c2ccccc2CCc2ccccc2)cc1	4%	6%	-4%	-1%	1.2%
O=C(Nc1ccc(F)c([N+](=O)[O-])c1)N1C[C@H]2C[C@@H](C1)c1cccc(=O)n1C2	1%	-5%	5%	-7%	0.3%
CCc1cccc2c1NC(=O)C2(O)CC(=O)c1cccs1 (centres undefined)	7%	-16%	8%	-6%	1.3%
CSc1ccccc1NC(=O)c1ccc(Br)o1	-4%	25%	-5%	8%	0.7%
COc1cccc(NC(=O)c2oc3ccccc3c2NC(=O)C2CC2)c1	x	x	2%	5%	3.6%
NS(=O)(=O)c1ccc(NC(=O)COC(=O)Cc2c[nH]c3ccccc23)cc1	8%	-8%	3%	x	1.1%
O=c1c2c3c(sc2n2cnnc2n1CCc1ccccc1)CCCC3	-1%	20%	24%	-10%	1.2%
O=c1cc(CO)oc(C(Nc2ccccn2)c2cccc(F)c2)c1O (centres undefined)	-4%	-26%	29%	-8%	0.5%
Cc1ccccc1C(=O)N/N=C/c1ccc([N+](=O)[O-])s1	u	u	9%	35µM*	1.7%
COCC(C)NC(=O)NC1(C(F)(F)F)Oc2ccc(Cl)cc2O1 (centres undefined)	-11%	55%	12%	-12%	i
CC1CCN(C(=O)COC(=O)CNC(=O)C23CC4CC(CC(C4)C2)C3)CC1	-3%	-2%	-13%	5%	1.8%
CCc1nc2oc3cc(OC)ccc3c(=O)c2c(=O)n1Cc1ccco1	-5%	26%	4%	-7%	8.5%
O=C(CCc1nc2ccccc2c(=O)[nH]1)N1CCN(S(=O)(=O)c2ccccc2Br)CC1	-3%	8%	-8%	3%	11%
COCCNC(=S)N(CCc1c(C)[nH]c2ccccc12)Cc1ccco1	-2%	6%	-3%	-6%	8.0%
CCn1c(COc2cccc3ccccc23)nnc1SCC(=O)OC1CCCCC1	u	u	-2%	-3%	i
COCCn1c(SCC(=O)N2CCCc3ccccc32)nnc1-c1ccoc1C	0%	10%	1%	0%	2.9%
NS(=O)(=O)c1ccc(NC(=O)COc2ccc(S(=O)(=O)N3CCCC3)cc2)cc1	3%	-15%	-2%	5%	1.2%
CCOc1ccc(-c2[nH]nc3c2C(c2ccc(O)cc2)C(C#N)=C(N)O3)cc1 (centres undefined)	-12%	-7%	-8%	16%	0.6%
COC(CNC(=O)CCc1c(C)nc2c(-c3ccccc3)c(C)nn2c1C)OC	-7%	-6%	-10%	-1%	i

Remaining list, next part:
SMILES	M. tuberculosis HTS	tuberculosis growth	influenza NS1A	PhoP GFP inhibition	VEEV TC-83 Vero	others
Cc1ccccc1C(=O)NC1CCN(Cc2nnnn2CCc2ccccc2)CC1	-3%	-6%	-2%	1%	4.0%
COc1ccc(C/C(N)=N/n2cnnc2)cc1	-4%	-7%	-5%	-11%	i
CC1(C)CC(NC(=O)c2ccc3c(c2)OCO3)CC(C)(C)N1	1%	-17%	-4%	2%	0.9%
O=C(c1ccc2ccccc2c1)N1CCN(Cc2ccccc2)CC1	2%	-13%	-3%	15%	0.6%
COC(=O)c1cn(-c2ccccc2)nc1-c1ccccc1	2%	2%	2%	-8%	1.5%
O=C(NCc1cccnc1)c1ccc(Cl)c(S(=O)(=O)Nc2ccccc2C(=O)NCc2cccnc2)c1	-2%	10%	-2%	-1%	0.5%
CCn1ncc(Br)c1C(=O)NC1CCCCCCC1	6%	-9%	1%	-3%	0.1%
O=C(COc1ccc2c(C(F)(F)F)cc(=O)oc2c1)Nc1ccc(N2CCOCC2)cc1	1%	5%	-1%	-4%	i
O=C(C[n+]1ccc(Cc2ccccc2)cc1)Nc1ccccc1	-2%	5%	-20%	6%	0.8%
CCOC(=O)/C(C(N)=NC)=C(\O)c1ccccc1	-1%	-24%	-3%	1%	1.4%
CCCn1nc(-c2ccccc2)c2nc3ccccc3nc21	4%	-11%	x	-72%	x
COc1cccc2cc(C(C)N(CCCN3CCOCC3)C(=S)Nc3ccc(C)c(C)c3)oc12 (centres undefined)	4%	-6%	-12%	3%	1.1%
COc1ccc(OC)c(-c2cc(C(=O)Nc3c(C)nn(Cc4ccccc4)c3C)no2)c1	-8%	32%	-5%	4%	i
C/C(CC(=O)N1CCN(C=O)CC1)=N\NC(=O)c1ccc(Br)cc1	1%	-7%	-5%	-1%	0.4%
COc1ccc(OC)c(C2=NOC(C(=O)Nc3cc(C)nn3-c3ccccc3)C2)c1 (centres undefined)	5%	4%	4%	0%	1.2%
Cc1cc(Cl)ccc1NC(=O)CN1C(=O)NC2(CCCC2)C1=O	-9%	-11%	5%	1%	0.1%
O=C(Nc1ccc2c(c1)OCO2)C(c1ccccc1)N1CCCCC1 (centres undefined)	-9%	x	7%	0%	1.0%
COc1ccccc1OCc1ccc(C(=O)n2nc(C)c(Cl)c2C)o1	13%	63%	-1%	-2%	1.9%
C/C(=N\NC(=O)c1ccccc1F)c1cccc(NC(=O)c2ccc(C)cc2)c1	-2%	3%	-11%	-9%	8.8%
O=C(Nc1nnc(S(=O)(=O)N2CCOCC2)s1)c1cccc(F)c1	7%	16%	6%	-6%	0.7%	VEEV TC-83 Vero 10K pilot screen=0.7
CN(C)C(=O)c1cccn1-c1ncc(C(F)(F)F)cc1Cl	-5%	x	-10%	0%	2.0%
O=C(Nc1ccc(F)cc1)C1CCCN(S(=O)(=O)c2cccc3nonc23)C1 (centres undefined)	4%	-14%	4%	-23%	4.4%
COc1cccc2cc(C(=O)C3=C(O)C(=O)N(CCN4CCOCC4)C3c3cccc(Cl)c3)oc12 (centres undefined)	-1%	51%	-6%	0%	1.6%
Cc1ccc(S(=O)(=O)N2CCC(C(=O)OCC(=O)N(CC(C)C)C3CCS(=O)(=O)C3)CC2)cc1C (centres undefined)	-24%	-6%	26%	-9%	i
CC(=O)N1CCc2cc(S(=O)(=O)NCCC(=O)N3CCc4ccccc4C3)ccc21	-3%	10%	2%	-4%	i

5 compounds from above, ordered by molar mass, lowest first.
SMILES	M. tuberculosis HTS	tuberculosis growth	influenza NS1A	PhoP GFP inhibition	VEEV TC-83 Vero	others
CCCn1nc(-c2ccccc2)c2nc3ccccc3nc21	4%	-11%	x	-72%	x
O=C(C[n+]1ccc(Cc2ccccc2)cc1)Nc1ccccc1	-2%	5%	-20%	6%	0.8%
O=C(c1ccc2ccccc2c1)N1CCN(Cc2ccccc2)CC1	2%	-13%	-3%	15%	0.6%
O=C(Nc1ccc(F)cc1)C1CCCN(S(=O)(=O)c2cccc3nonc23)C1 (centres undefined)	4%	-14%	4%	-23%	4.4%
COc1cccc2cc(C(C)N(CCCN3CCOCC3)C(=S)Nc3ccc(C)c(C)c3)oc12 (centres undefined)	4%	-6%	-12%	3%	1.1%

The listing picks up, repeating the two entries before the break.
SMILES	M. tuberculosis HTS	tuberculosis growth	influenza NS1A	PhoP GFP inhibition	VEEV TC-83 Vero	others
Cc1ccc(S(=O)(=O)N2CCC(C(=O)OCC(=O)N(CC(C)C)C3CCS(=O)(=O)C3)CC2)cc1C (centres undefined)	-24%	-6%	26%	-9%	i
CC(=O)N1CCc2cc(S(=O)(=O)NCCC(=O)N3CCc4ccccc4C3)ccc21	-3%	10%	2%	-4%	i
CCCOc1ccc(C2c3c(oc4ccccc4c3=O)C(=O)N2CCCN2CCOCC2)cc1 (centres undefined)	-1%	11%	7%	1%	0.3%
Cc1cccc(-n2c(Cc3cc(=O)[nH]c(=O)[nH]3)nnc2SCC(=O)N2CCc3ccccc32)c1	-6%	-1%	6%	1%	i
CCCCCn1c(SCC(=O)CC(=O)OCC)nc2cc(C(=O)N3CCC(C(N)=O)CC3)ccc2c1=O	-13%	2%	-6%	-2%	1.9%
O=C(N/N=C/c1cc(Br)c(O)c(Br)c1)c1cc2c(ccc3ccccc32)o1	26%	64%	2%	-7%	8.6%
Cc1cc(NC(=O)c2cccs2)no1	5%	-9%	-6%	3%	0.4%
CCOC(=O)CSC1=C(C#N)C(c2ccco2)C(C(=O)OCc2ccccc2)=C(C)N1 (centres undefined)	u	61%	0%	1%	i
CCn1c(-c2ccccc2)c(C(=O)CCl)c2ccccc21	u	u	-5%	-19%	u
CCOc1ccc(-c2nnn(CC(=O)NCc3cccs3)n2)cc1	-6%	35%	2%	11%	1.6%
COc1ccc(N/N=C(/N=Nc2nc(C)cc(=O)[nH]2)c2ccccc2)cc1	5.9µM*	u	26%	-13%	6.7%
COc1ccc(N2C(=O)N(Cc3ccc(C)cc3)c3ccccc3S2(=O)=O)cc1	-5%	18%	25%	-4%	3.5%
